Screening data from PubChem BioAssay.
TbREL1 primary – TbREL1 inhibition, primary screen. P86926. TbREL1 RNA ligation, FRET fluorescence. inhibition, % at 9.66 µM. 0.49% of 89,000 active;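 active = inhibition above the mean inhibition across all screened compounds plus 3 SD, cut at about 11% in these data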;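 also: 0% = plate median of test wells and 100% = NSC42067 control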
Target sequence (P86926 whole entry, looked up): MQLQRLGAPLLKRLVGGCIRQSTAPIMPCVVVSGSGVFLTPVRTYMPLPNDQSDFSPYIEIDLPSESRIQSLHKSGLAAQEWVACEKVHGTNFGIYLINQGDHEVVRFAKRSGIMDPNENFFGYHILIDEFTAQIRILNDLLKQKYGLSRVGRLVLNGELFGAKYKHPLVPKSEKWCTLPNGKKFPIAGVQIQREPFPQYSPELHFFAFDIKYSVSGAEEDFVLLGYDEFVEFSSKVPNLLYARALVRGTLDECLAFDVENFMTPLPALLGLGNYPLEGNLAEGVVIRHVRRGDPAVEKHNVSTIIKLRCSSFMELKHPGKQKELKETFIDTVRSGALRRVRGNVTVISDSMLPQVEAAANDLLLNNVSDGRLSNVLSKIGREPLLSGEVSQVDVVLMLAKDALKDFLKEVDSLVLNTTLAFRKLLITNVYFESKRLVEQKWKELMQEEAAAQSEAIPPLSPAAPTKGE
Active calls of the source: *. Only part of the results is shown (hit frequency here may not be typical).

| TbREL1 primary | Structure |
| --- | --- |
| 2 | CCN1C(=O)[C@H]2[C@@H](c3ccc(-c4ccccc4)cc3)N[C@@](CC(C)C)(C(=O)OC)[C@H]2C1=O |
| 11* | CC(=O)c1ccc(N2CCN(S(=O)(=O)c3ccc4c(c3)C(Cl)(Cl)C(=O)N4)CC2)cc1 |
| 4 | CC(C)n1ncc2c(C(=O)N3CCN(c4ccc(F)cc4)CC3)cc(-c3ccccc3)nc21 |
| -2 | Cc1csc(SCC(=O)Nc2nncs2)n1 |
| -2 | CN(Cc1ccccc1)S(=O)(=O)c1ccc(OCC(=O)NCc2ccccn2)cc1 |
| 0 | COc1ccc(C(=O)NC2CCN(CC(=O)NCc3ccccc3F)CC2)cc1 |
| 4 | COc1ccc(C2c3c(oc4ccccc4c3=O)C(=O)N2c2ccccn2)cc1OC (stereo unspecified) |
| -2 | COc1cccc(/C=C/C(=O)NNC(=O)c2cc(C)oc2C)c1 |
| 2 | CCOc1cccc(N(C(=O)c2ccco2)C(C(=O)NC2CCCC2)c2cccnc2)c1 (stereo unspecified) |
| 5 | CCN1CCc2c(sc(N)c2C#N)C1 |
| 3 | Cc1cccc(Nc2c([N+](=O)[O-])c(=O)n(C)c3ccccc23)c1 |
| -1 | COc1cc(CN2CCC(C(=O)N3CCC(C)CC3)CC2)cc(Br)c1O |
| -5 | COc1cc(C(=S)N2CCOCC2)cc(OC)c1OC(=O)c1cc([N+](=O)[O-])cc([N+](=O)[O-])c1 |
| -3 | O=C(CSc1nnc(CNc2ccc(F)cc2)n1Cc1ccccc1)NCc1ccccc1 |
| 4 | Cc1cc(OCCn2cnc3ccccc3c2=O)cc(C(C)C)c1 |
| 0 | N#C/C(=C\c1ccc(OCCN2CCOCC2)cc1)C(=O)Nc1ccccc1 |
| -4 | Cc1ccccc1-c1nc(CN2CCC(C(=O)NC3CCCCC3)CC2)c(C)o1 |
| 0 | COC(=O)c1sc2nc(CSc3ccc(Br)cc3)[nH]c(=O)c2c1C |
| 3 | Cc1nnsc1NC(=O)OCCCl |
| -3 | O=C(CN1C(=O)NC2(CCCCCC2)C1=O)N1CCN(c2ccc(F)cc2)CC1 |
| 7 | O=C(CCCNS(=O)(=O)c1ccccc1)NCc1ccco1 |
| -2 | CC(=O)NC(Cc1cccc(F)c1)C(=O)NC1CCN(c2ncccc2[N+](=O)[O-])CC1 (stereo unspecified) |
| 4 | Cc1ccc(S(=O)(=O)C(C#N)c2nc3ccccc3nc2N2CCN(C)CC2)cc1C (stereo unspecified) |
| 3 | CCC(C)c1ccccc1NC(=O)COc1ccc(-n2cnnn2)cc1 (stereo unspecified) |
| 3 | O=C(NCc1ccccc1F)Nc1ccc([N+](=O)[O-])cc1 |
| -1 | Oc1ccc[n+](CCCCC[n+]2cccc(O)c2)c1 |
| -1 | c1ccc2c(c1)nc(NCCN1CCOCC1)c1nncn12 |
| 3 | COC(=O)c1ccc(NC(=O)CCNS(=O)(=O)c2cccc3nonc23)cc1 |
| 0 | COc1ccc(OCc2cccc(C(=O)Nn3cc([N+](=O)[O-])cn3)c2)cc1 |
| -2 | CC(=O)Nc1ccc(S(=O)(=O)NC2(C(F)(F)F)C(=O)Nc3c2c(=O)[nH]c(=O)n3Cc2ccco2)cc1 (stereo unspecified) |
| 2 | O=C(NCCc1ccccn1)c1ccc(OC(F)F)cc1 |
| 0 | CCCN1C(=O)c2cc(C(=O)NCc3ccc(OC)cc3)ccc2C1O (stereo unspecified) |
| 4 | Cc1ccc(NS(=O)(=O)c2ccc3c(c2)OCCCO3)cc1S(=O)(=O)N1CCOCC1 |
| -2 | O=C(CNC(=O)c1ccccc1F)Nc1ccccc1C(F)(F)F |
| -4 | COc1ccc(C(=O)Oc2cc(/C=N/NS(=O)(=O)c3ccccc3)ccc2OC)cc1 |
| -1 | O=C(c1ccc2c(c1)OCO2)N(CC1CCCO1)C1(C(=O)NC2CCCC2)CCCCC1 (stereo unspecified) |
| 0 | COc1cccc(N2CC(C(=O)Oc3ccc4ccccc4c3)CC2=O)c1 (stereo unspecified) |
| 2 | Cc1ccc(S(=O)(=O)N2CCCOC2CNC(=O)C(=O)NCc2ccco2)cc1 (stereo unspecified) |
| -5 | CSCC[C@@H](C(=O)NCCCCCCCCCCC(=O)N1CCNCC1)n1cc(CCO)nn1 |
| 0 | Cc1snnc1C(=O)NC(=S)Nc1ccccc1 |

A second format for part of the listing above:
Molecule: O=C(CN1C(=O)NC2(CCCCCC2)C1=O)N1CCN(c2ccc(F)cc2)CC1
  TbREL1 primary: -3
Molecule: O=C(CCCNS(=O)(=O)c1ccccc1)NCc1ccco1
  TbREL1 primary: 7
Molecule: CC(=O)NC(Cc1cccc(F)c1)C(=O)NC1CCN(c2ncccc2[N+](=O)[O-])CC1 (stereo unspecified)
  TbREL1 primary: -2
Molecule: Cc1ccc(S(=O)(=O)C(C#N)c2nc3ccccc3nc2N2CCN(C)CC2)cc1C (stereo unspecified)
  TbREL1 primary: 4

The list goes on.
| TbREL1 primary | Structure |
| --- | --- |
| -1 | CCc1cc(Cn2nc(-c3ccccc3)cc2C(=O)NCC2CC2)on1 |
| -6 | COCCn1c(C)cc(C(=O)COc2cccnc2[N+](=O)[O-])c1C |
| 1 | CCCCCCCCN1C(=O)[C@H](CC(=O)NCc2ccc(OC)c(OC)c2)C[C@@]2(C(=O)OC)CC(C)(C)CC=C12 |
| -1 | Cc1cc(C(=O)Nc2sc3c(c2C#N)CCC(C)C3)no1 (stereo unspecified) |
| 5 | COc1ccc(CNS(=O)(=O)c2ccc(S(=O)(=O)NC3CC3)cc2)cc1 |
| -7 | COc1c(C)cc(C(=O)C2CCCN(C(=O)CCc3scnc3C)C2)cc1C (stereo unspecified) |
| -3 | CCOC(=O)N1CCN(C(=O)CSc2nnc(-c3ccc(C)c(C)c3)o2)CC1 |
| 5 | COc1ccc(S(=O)(=O)NC(C)C(=O)NCc2ccncc2)cc1OC (stereo unspecified) |
| 5 | O=C(CSc1nnc2ccccn12)Nc1cccc(S(=O)(=O)N2CCOCC2)c1 |
| 7 | CCCCCn1c(=O)[nH]c2cc(C(=O)NCCCN(CC)CC)ccc2c1=O |
| -3 | C[C@H]1CN([C@@H](C)CO)C(=O)Cc2cc(NC(=O)CCC(F)(F)F)ccc2O[C@H]1CN(C)C(=O)Nc1ccc(F)cc1 |
| 0 | COc1ccc(C2/C=C\CN(C(=O)OCc3ccccc3)CC(=O)N2Cc2ccc(F)cc2)cc1 (stereo unspecified) |
| -3 | CCCCOP(=O)(OCCCC)C(O)c1ccc(N(C)C)cc1 (stereo unspecified) |
| -5 | CC(C)CC(=O)NC(=S)Nc1ccc(N2CCCC2)c(Cl)c1 |
| -1 | COc1ccccc1N1CCN(C(=O)c2ccc(Cl)c(S(=O)(=O)N3CCOCC3)c2)CC1 |
| -3 | CCOc1ccc(S(=O)(=O)N2CCC(C(=O)NCc3ccco3)CC2)cc1 |
| -2 | CCOc1ccc(C(=O)Nc2cccc(-c3ccc(N4CCOCC4)nn3)c2)cc1OCC |
| 3 | Cc1ccccc1N(C(=O)c1snc(C(N)=O)c1N)C(C(=O)NCC1CCCO1)c1ccc(N(C)C)cc1 (stereo unspecified) |
| -5 | C/C(=N\N1CCN(C2c3ccccc3-c3ccccc32)CC1)c1ccncc1 |
| -2 | Cn1cc(/C=C2\SC(=O)N(c3ccccc3)C2=O)c2ccccc21 |
| -1 | CC(Oc1cccc(Cl)c1)C(=O)Nc1cc(=O)n(C)c(=O)n1C (stereo unspecified) |
| 3 | Nc1nnc(-c2ccc(Cl)c([N+](=O)[O-])c2)s1 |
| -4 | CCOc1ccc(C(=S)NC2CCCCC2)cc1 |
| -2 | CCCCCCc1c(O)nc(SCCN(C)C)[nH]c1=O |
| 2 | COc1ccc(/C=N/NC(=O)c2cnccn2)cc1O |
| 0 | CC(=O)c1cccc(NC(=O)/C(=C\c2ccco2)NC(=O)c2cccs2)c1 |
| 2 | CC(C)(C)OC(=O)N1CCC(CC2CC(c3cccc(Br)c3)=NO2)(C(=O)NCC2CCCCC2)CC1 (stereo unspecified) |
| 1 | O=C(O)CCn1c(SCc2cccc3ccccc23)nc2ccccc21 |
| -1 | O=C(NCc1ccccc1Cl)O[C@H]1CC[C@@]23CCCN2C(=O)CCC[C@H]3C1 |
| 0 | c1ccc(CCN2CN=C(Nc3nc4ccccc4o3)NC2)cc1 |
| -1 | COc1cc(C(=O)NCC(=O)OCn2nnc3ccccc3c2=O)cc(OC)c1OC |
| -1 | CN(Cc1ccccc1)C(=O)c1ccc(NC(=O)Cc2cccc(NC(=O)C3CCCN(C(=O)C4CCCCC4)C3)c2)cc1 (stereo unspecified) |
| -4 | N#C/C(N=Nc1ccccc1O)=N\Nc1ccccc1O |
| 5 | COc1cccc(/C=C(/C(=O)OCC(=O)NC2CCCC(C)C2C)c2ccccc2)c1 (stereo unspecified) |
| 4 | Cc1c(NC(=O)COC(=O)Cc2ccc(Cl)cc2)c(=O)n(-c2ccccc2)n1C |
| -1 | O=c1cc(CSc2nc(NCc3ccc(Cl)cc3)c3ccccc3n2)nc2ccc(Cl)cn12 |
| -1 | Cc1cccc(N(C(=O)Cn2nnc3ccccc32)C(C(=O)NCc2ccco2)c2ccncc2)c1C (stereo unspecified) |
| -2 | COc1cc(/C=N/NC(=O)C2CC(=O)N(c3ccc(C)cc3)C2)cc(OC)c1OC (stereo unspecified) |
| 3 | CCc1ccc(NC(=O)CN2C(=O)CSC2=O)cc1 |
| -1 | CN(CC(=O)NCc1ccc(Cl)cc1)S(=O)(=O)c1cccc2cccnc12 |
| 0 | CC1CCCCN1S(=O)(=O)c1ccc(C(=O)Nc2ccccc2-c2nc3ccccc3s2)cc1 (stereo unspecified) |
| 3 | CCC(c1nnnn1Cc1ccc2c(c1)OCO2)N1CCN(CC)CC1 (stereo unspecified) |
| 1 | COc1ccccc1NC(=O)C1CC(O)CN1C(=O)Oc1ccccc1 (stereo unspecified) |
| -1 | Cc1ccccc1-c1cc(C(=O)NCc2cccc(Br)c2)n(CC2CC(c3cccnc3)=NO2)n1 (stereo unspecified) |
| -4 | CCC(=O)NCc1nc2ccccc2n1Cc1ccccc1F |
| 3 | Cc1nc2ccc(NC(=O)c3cncc(Br)c3)cc2s1 |
| 2 | COc1cc2c(cc1OC)C(c1ccc(Cl)cc1)=NCC2 |
| -2 | COc1ccc(C(=O)O)cc1S(=O)(=O)Nc1ccccc1Cc1ccccc1 |

The last five compounds of the section before come first, to join the parts:
| TbREL1 primary | Structure |
| --- | --- |
| -1 | Cc1ccccc1-c1cc(C(=O)NCc2cccc(Br)c2)n(CC2CC(c3cccnc3)=NO2)n1 (stereo unspecified) |
| -4 | CCC(=O)NCc1nc2ccccc2n1Cc1ccccc1F |
| 3 | Cc1nc2ccc(NC(=O)c3cncc(Br)c3)cc2s1 |
| 2 | COc1cc2c(cc1OC)C(c1ccc(Cl)cc1)=NCC2 |
| -2 | COc1ccc(C(=O)O)cc1S(=O)(=O)Nc1ccccc1Cc1ccccc1 |
| 0 | O=C(COc1ccccc1Cl)NCc1ccco1 |
| 3 | Cc1cccc(C)c1NS(=O)(=O)c1ccc(-c2cnc(C3CC3)o2)cc1 |
| -4 | COc1ccc(OC)c(NC(=O)NCCCCc2ccccc2)c1 |
| -1 | COc1ccc(NC(=O)C2CC(=O)OC2c2ccccc2)cc1 (stereo unspecified) |
| -2 | COc1ccc(N2CC(C(=O)OCC(=O)c3ccccc3)CC2=O)cc1 (stereo unspecified) |
| 0 | O=C(NC1CCCCC1)c1cccc2c1C(=O)c1ccc(-c3ccc(OC(F)(F)F)cc3)cc1S2(=O)=O |
| 5 | CCCCc1c(C)c2cc(C)ccc2[nH]c1=O |
| 0 | O=C(CSc1ccc(-c2ccc(F)cc2)nn1)Nc1ccc2c(c1)OCCO2 |
| -4 | COc1cc2c(=O)n(CCCC(=O)NCC3CCCO3)c(=O)n(CC(=O)c3ccc(F)cc3)c2cc1OC (stereo unspecified) |
| 0 | Cc1ccc(C(=O)CCS(=O)(=O)c2ccc(Br)cc2)cc1 |
| -1 | Cc1ccc(-c2ccc(CCC(=O)O)n2C(C)C)cc1 |
| 5 | Cc1cnc(C(=O)OCc2nc3ccccc3o2)cn1 |
| 4 | COc1ccc(CNC(=O)C[C@H]2C(=O)N(c3ccccc3)C[C@@H]2Cc2ccccc2)cc1 |
| -3 | CC(=O)OC1CC2(C)C(CCC2(O)C(C)=O)C2CCC3C(Cl)C(=O)CCC3(C)C12 (stereo unspecified) |
| 0 | O=C(CN1C(=O)C(=O)N(Cc2ccco2)C1=O)Nc1ccc(F)c(F)c1F |
| 1 | COc1ccc(OCc2nc3c4c(ncn3n2)-c2ccccc2CC42CCCC2)cc1 |
| 0 | O=C1C(Cc2ccc(O)cc2)NC(=S)N1c1ccccc1 (stereo unspecified) |
| 2 | CCC1(C)Cc2ccccc2-c2c1c(=O)n(-c1ccc(C)cc1)c1nnnn21 (stereo unspecified) |
| -4 | COC(=O)[C@]12C[C@H](CC(=O)N3CCCC3)C(=O)N(CCc3ccc(OC)c(OC)c3)C1=C[C@H](COCc1ccccc1)O[C@@H]2C |
| 4 | Cc1ccc(NC(=O)C2CCN(S(=O)(=O)c3cccc4cccnc34)CC2)nc1 |
| -1 | COc1ccc(-c2nc3nc(C)c(Cc4ccccc4)c(=O)n3[nH]2)cc1 |
| 2 | O=C(C1CCCN1S(=O)(=O)c1cccc2cccnc12)N1CCN(c2ccccc2)CC1 (stereo unspecified) |
| 3 | CCOc1ccccc1CNC(=O)CCC(=O)N1Cc2ccccc2Oc2ncccc21 |
| -1 | Cc1ccc(NC(=O)OC(C)CNC(=O)Oc2cccc(C)c2)cc1 (stereo unspecified) |
| 3 | O=C(CSc1n[nH]c(-c2cccnc2)n1)Nc1ccc(Cl)cc1 |
| -2 | CC(C)OC(=O)c1ccc(COC(=O)CNC(=O)c2ccco2)cc1 |
| 1 | C/C(=N\Nc1cccc2cccnc12)c1ccccn1 |
| 9 | Cc1cccc(C(=O)O/N=C2\CCSc3ccc(C)cc32)c1 |
| -5 | COc1cc(-c2nc(-c3ccc(Br)o3)no2)cc(OC)c1OC |
| -6 | O=C(Nc1ccc2oc(-c3cccc4ccccc34)nc2c1)c1ncn[nH]1 |
| 1 | CC1(C)CC(=O)C(C(N)=NC(=O)c2ccc([N+](=O)[O-])cc2)=C(O)C1 |
| 0 | COc1ccc([N+](=O)[O-])cc1N(CC(O)CN(C)C)S(=O)(=O)c1ccc(C)cc1 (stereo unspecified) |
| -6 | CN1C2=N[C@H](c3ccc(Br)cc3)CC(=O)N2/C(=C\c2ccccc2)[C@@H]1c1ccccc1 |
| 2 | COc1cccc(C2CC(c3ccc(Cl)cc3)n3nc(N)nc3N2)c1 (stereo unspecified) |
